CSN inh – blocks human CSN-mediated cullin deneddylation | Q92905 | Purified CSN, SCF-Nedd8-OG deneddylation, fluorescence polarization | inhibition, % at 12.5 µM | hit rate 0.38% among 360,000 | AID 651999;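 active = pattern-corrected inhibition above about 35%, with an unprinted fluorescence ratio check between 0.5 and 1.5, limit read from the data, passing the limit was not always enough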;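 note: 0% = enzyme with substrate and 100% = substrate without enzyme; some results filed as inactive read as strong as hits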
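Schedule: reaction 90 min, room temperature / Assay system: HEK293T-derived human Csn5 enzyme / Input: Csn5 at 0.24 nM final / Measure: inhibition of Csn5 cleavage, % / Control set: substrate-only high control, full reaction low control / Technique: fluorescence polarization of the substrate / Buffer or medium: Tris/NaCl/DTT buffer, pH 7.5 / Reagent: SCFSkp2-Nedd8OG substrate at 10 nM final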
Rin1-Abl PPI inh – human Rin1-Abl interaction inhibition | P00519+Q13671 | TR-FRET Rin1/Abl binding, biochemical | inhibition, % at 7.35 µM | hit rate 0.4% among 360,000 | AID 588664; in the data active = inhibition above about 5%, passing the limit was not always enough
Target sequence (P00519 whole entry, looked up): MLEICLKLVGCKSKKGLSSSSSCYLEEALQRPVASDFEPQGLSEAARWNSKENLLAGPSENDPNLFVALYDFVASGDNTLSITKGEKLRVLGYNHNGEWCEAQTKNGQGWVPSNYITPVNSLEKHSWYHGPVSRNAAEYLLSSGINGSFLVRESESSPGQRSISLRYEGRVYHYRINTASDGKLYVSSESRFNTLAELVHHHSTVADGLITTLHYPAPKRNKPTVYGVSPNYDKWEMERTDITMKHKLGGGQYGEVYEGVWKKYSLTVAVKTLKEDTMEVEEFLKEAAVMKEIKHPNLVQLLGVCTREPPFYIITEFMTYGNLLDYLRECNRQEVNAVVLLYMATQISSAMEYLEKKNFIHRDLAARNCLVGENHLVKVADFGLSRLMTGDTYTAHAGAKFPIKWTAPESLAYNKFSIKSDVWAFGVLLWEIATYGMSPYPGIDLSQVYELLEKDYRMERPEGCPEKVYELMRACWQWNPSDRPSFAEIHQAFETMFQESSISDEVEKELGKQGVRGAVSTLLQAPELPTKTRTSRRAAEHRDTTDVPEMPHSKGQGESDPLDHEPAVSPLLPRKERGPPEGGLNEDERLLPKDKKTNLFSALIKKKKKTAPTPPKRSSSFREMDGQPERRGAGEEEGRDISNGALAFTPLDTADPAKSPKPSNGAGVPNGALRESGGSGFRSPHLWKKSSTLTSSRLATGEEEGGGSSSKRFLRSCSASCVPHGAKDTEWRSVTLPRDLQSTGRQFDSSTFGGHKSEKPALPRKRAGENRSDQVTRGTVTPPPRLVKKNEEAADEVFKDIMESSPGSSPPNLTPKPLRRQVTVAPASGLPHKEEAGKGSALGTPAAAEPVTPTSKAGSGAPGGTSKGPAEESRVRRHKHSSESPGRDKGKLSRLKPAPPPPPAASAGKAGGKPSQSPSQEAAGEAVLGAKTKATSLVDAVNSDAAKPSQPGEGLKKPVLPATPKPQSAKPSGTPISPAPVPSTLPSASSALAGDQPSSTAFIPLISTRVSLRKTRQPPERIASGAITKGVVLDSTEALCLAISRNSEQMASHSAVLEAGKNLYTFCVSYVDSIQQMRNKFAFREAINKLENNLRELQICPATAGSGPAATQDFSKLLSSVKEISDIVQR
Target sequence (Q13671 whole entry, looked up): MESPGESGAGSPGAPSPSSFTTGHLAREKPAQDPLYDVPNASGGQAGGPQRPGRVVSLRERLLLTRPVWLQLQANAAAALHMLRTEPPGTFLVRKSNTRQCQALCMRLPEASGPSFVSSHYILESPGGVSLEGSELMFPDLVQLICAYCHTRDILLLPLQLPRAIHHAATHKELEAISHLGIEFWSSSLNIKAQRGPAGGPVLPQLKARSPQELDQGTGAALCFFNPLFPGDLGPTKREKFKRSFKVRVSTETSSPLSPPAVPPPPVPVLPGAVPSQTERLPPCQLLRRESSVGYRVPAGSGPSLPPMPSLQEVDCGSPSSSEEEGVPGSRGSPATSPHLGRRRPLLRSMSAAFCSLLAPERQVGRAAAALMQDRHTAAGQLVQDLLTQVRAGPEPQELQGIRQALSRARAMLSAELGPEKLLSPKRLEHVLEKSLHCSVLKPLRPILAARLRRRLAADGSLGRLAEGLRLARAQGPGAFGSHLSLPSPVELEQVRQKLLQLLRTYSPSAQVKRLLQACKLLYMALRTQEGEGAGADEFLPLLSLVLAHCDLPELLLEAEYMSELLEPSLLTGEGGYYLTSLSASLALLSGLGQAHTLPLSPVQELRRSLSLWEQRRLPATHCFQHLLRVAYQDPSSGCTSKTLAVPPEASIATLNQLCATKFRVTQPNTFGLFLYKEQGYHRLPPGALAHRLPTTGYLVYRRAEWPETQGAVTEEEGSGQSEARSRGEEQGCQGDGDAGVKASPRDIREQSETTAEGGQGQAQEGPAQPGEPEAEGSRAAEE
STEP block – STEP (human) phosphatase inhibition. inhibition, % at 20 µM. P54829. hit rate 0.25% among 360,000. recombinant STEP, OMFP fluorogenic substrate, fluorescence;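 active = inhibition at 20 µM, scaled per plate between control wells, above about 37%, limit read from the data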;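 note: 0% = DMSO with enzyme and substrate and 100% = substrate only without enzyme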
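System: STEP (striatal-enriched tyrosine phosphatase) enzyme, cell-free; medium: Bis-Tris pH 6.0 buffer with DTT, detergent; dosing: 20 µM, 1% DMSO; times: reaction 20 min, ambient temperature; detection: fluorescence, 480/540 nm; read-out basis: normalized % inhibition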
DNMT1 block – blocks human DNA methyltransferase DNMT1; DNMT1 molecular beacon, Hinp1I cleavage, fluorescence; inhibition (reported as % activation of signal), % at 10 µM; hit rate 0.83% among 360,000; AID 588458; in the data active = inhibition above about 50%
Rpn11 inh – blocks the human proteasome subunit Rpn11. O00487. human 26S proteasome, Ub4-pepOG fluorescence polarization; 20S core pre-blocked with epoxomicin. calls only at 20 µM. hit rate 0.59% among 360,000;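 active = inhibition at 20 µM, scaled to each plate's controls, above about 33%, limit read from the data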
Neddylation inh – inhibitors of human cullin neddylation; P61081+Q13564; TR-FRET cullin neddylation, biochemical; calls only at 25 µM; hit rate 0.58% among 360,000; AID 651699; in the data active = inhibition above about 36%
LMPTP block – LMPTP (human) inhibition; hit rate 0.22% among 360,000; P24666; inhibition, % at 20 µM; recombinant LMPTP-A, OMFP fluorogenic substrate, fluorescence intensity;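 active = compounds that cut the enzyme signal by at least half of the control window in the single-dose screen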;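 note: plate controls were DMSO wells with enzyme plus substrate for no effect and substrate without enzyme for full effect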
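Assay system: LMPTP-A, protein tyrosine phosphatase of low molecular weight / Medium: pH 6.0 Bis-Tris buffer with DTT and Triton X-100 / Schedule: 50 min enzyme reaction at room temperature, protected from light / Measured by: endpoint fluorescence intensity from OMFP dephosphorylation / Read-out basis: % inhibition relative to no-enzyme and uninhibited control wells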
SUMO1-SIM PPI – alters human SUMO1 binding to SIM partners; P63165; SUMO1 binding to a labelled peptide, TR-FRET, 1 h; inhibition, % at 20 µM; hit rate 0.33% among 360,000; AID 602429; in the data active = inhibition above about 37%
Scp1 inh – Scp-1 (human) phosphatase inhibition; Q9GZU7; Recombinant Scp1, phosphopeptide, malachite green phosphate absorbance; inhibition, % at 20 µM; hit rate 0.88% among 340,000;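 active = inhibition above about 50% at 20 µM, limit read from the data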;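 note: plate controls were DMSO wells with enzyme for no effect and wells lacking enzyme for full effect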
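assay system = SCP-1 phosphatase catalytic domain, residues 76-261 | buffer or medium = 50 mM Tris acetate pH 5.5, 0.005% Tween-20, 10 mM MgCl2 | incubation = enzyme reaction 45 min at room temperature, colour 5 min, stabilisation 30 min | signal = Phosphate-binding colour reagent, absorbance read at 630 nm | measure = % inhibition at 20 µM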
NadD block – inhibitors of Staphylococcus aureus NadD. purified NadD enzyme, colorimetric absorbance read-out. inhibition, % at 20 µM. hit rate 0.78% among 360,000; in the data active = inhibition above about 26%; note: some compounds past the cut are filed as inactive
Numbers without * were called inactive; i = inactive; . = not tested or not shown; + = active, no number.

SMILES	CSN inh	Rin1-Abl PPI inh	STEP block	DNMT1 block	Rpn11 inh	Neddylation inh	LMPTP block	SUMO1-SIM PPI	Scp1 inh	NadD block
CSCCC(NC(=O)c1cc([N+](=O)[O-])ccc1Cl)C(=O)O (centres undefined)	-5	2	-4	6	i	i	-1.9	-13	-2	2
Cc1ccc(NC(=O)C2(C)CCN2C(=O)Cc2ccccc2)cc1C (centres undefined)	1	2	-3	-3	i	i	-1.2	-2	.	-2
COc1ccc(NC(C)=O)c(C)c1	5	1	-6	2	i	i	-0.5	1	3	2
CCOC(=O)C1=CN2CCC[C@H]2CC1=O	1	3	0	4	i	i	-0.9	-3	-6	1
COc1ccc(-c2cn3c(C)c(C(=O)Nc4cccc(C)n4)sc3n2)cc1	3	-4	4	-11	i	i	4.2	4	3	4
O=C(CSc1nnc(CNC(=O)c2c(F)cccc2F)o1)NCc1ccc2c(c1)OCO2	0	2	-1	7	i	i	-1.5	0	.	-3
Cc1ccc(CC(=O)NC2CCSC2=O)cc1 (centres undefined)	-5	-1	-4	-1	i	i	-1.6	0	-4	-3
COc1cc(CNCCc2ccccc2)ccc1OCC(=O)NC(C)(C)C	106*	4	11	3	i	i	0.0	3	-8	-4
O=C(O)CCCCCn1c(SCC(=O)N2CCCC2)nc2ccsc2c1=O	-1	2	0	-1	i	i	-3.6	0	0	1
CC1(C)CC(=O)C=C(c2ccccc2-c2ccc3cc[nH]c3c2)C1=O	2	-3	-2	-11	i	i	-1.7	-22	.	-3
Cc1ccc(C(=O)NCc2ccncc2)cc1S(=O)(=O)N1CCCCC1	1	1	-2	-1	i	i	-1.0	1	-10	-3
NC(=O)CNC(=O)[C@@H]1CC2(CC(c3ccc(Cl)cc3)=NO2)CN1C(=O)c1ccccc1 (some centres undefined)	-6	3	-1	-2	i	i	1.3	-7	5	3
COC(=O)C1CCN(C(=O)COC(=O)c2cc(-c3cccs3)nn2-c2ccccc2)CC1	-3	-1	-1	0	i	i	-0.2	3	-2	2
COc1ccc(C2=NOC(C(=O)Nc3c(C)n(C)n(-c4ccccc4)c3=O)C2)cc1OC (centres undefined)	-2	2	-4	2	i	i	-0.6	1	-3	1
CC(=O)Nc1ccc(N/C=C/C(=O)c2ccco2)cc1	-2	-3	3	-4	i	i	-0.2	-18	-5	-1
CCC(C(=O)Oc1c(C(C)C)cccc1C(C)C)c1ccccc1 (centres undefined)	-2	0	1	4	i	i	0.9	6	-4	2
COC(=O)c1ccc(C)c(NS(=O)(=O)c2ccc(OC)cc2)c1	0	1	-2	-2	i	i	0.3	0	-8	-4
CC1(CCc2ccccc2)NC(=O)N(Cc2nnc(-c3ccccc3Br)o2)C1=O (centres undefined)	1	0	0	-4	i	i	-0.3	0	-6	1
Cn1c(=O)c2c(nc(CN3CCN(C(=O)c4ccco4)CC3)n2CCCc2ccccc2)n(C)c1=O	-5	3	1	2	i	i	-1.1	12	-9	-3
CC(C)(C)NC(=O)NC(=O)CSc1ncc(C(F)(F)F)cc1Cl	1	3	-4	-2	i	i	0.4	10	-6	-3
CSc1nnnn1-c1ccc(Cl)cc1	-4	1	-3	3	i	i	-0.6	1	0	-3
Cn1nc(C2CC2)cc1NC(=O)C1(C)CCN1C(=O)CC(c1ccccc1)c1ccccc1 (centres undefined)	-2	1	2	-4	i	i	0.0	2	.	2
Cc1[nH]c2ccccc2c1C(=O)C(=O)NCCc1ccc(S(N)(=O)=O)cc1	-4	-3	0	9	i	i	-1.0	1	3	2
CCCc1c(C(=O)N/N=C/c2c(OC)ccc3ccccc23)nnn1-c1nonc1N	-1	5	0	8	i	+	-2.9	3	0	27
COCc1ccc(C(=O)N2CCCC(N3CCN(c4ccc(F)cc4)CC3)C2)o1 (centres undefined)	0	3	-1	0	i	i	0.6	-1	-4	-3

Two entries from above, in markdown:
| SMILES | CSN inh | Rin1-Abl PPI inh | STEP block | DNMT1 block | Rpn11 inh | Neddylation inh | LMPTP block | SUMO1-SIM PPI | Scp1 inh | NadD block |
| --- | --- | --- | --- | --- | --- | --- | --- | --- | --- | --- |
| Cc1ccc(CC(=O)NC2CCSC2=O)cc1 (centres undefined) | -5 | -1 | -4 | -1 | i | i | -1.6 | 0 | -4 | -3 |
| COc1cc(CNCCc2ccccc2)ccc1OCC(=O)NC(C)(C)C | 106* | 4 | 11 | 3 | i | i | 0.0 | 3 | -8 | -4 |

Structures listed so far printed as active in Neddylation inh:
SMILES,CSN inh,Rin1-Abl PPI inh,DNMT1 block,Rpn11 inh,Neddylation inh,LMPTP block,SUMO1-SIM PPI,Scp1 inh,NadD block
CCCc1c(C(=O)N/N=C/c2c(OC)ccc3ccccc23)nnn1-c1nonc1N,-1,5,8,i,+,-2.9,3,0,27

Continuation.
SMILES	CSN inh	Rin1-Abl PPI inh	STEP block	DNMT1 block	Rpn11 inh	Neddylation inh	LMPTP block	SUMO1-SIM PPI	Scp1 inh	NadD block
C[C@H](CO)N1C[C@H](C)[C@H](CN(C)C(=O)Nc2ccc(C(F)(F)F)cc2)OCc2cnnn2CCCC1=O	-3	1	-1	3	i	i	-0.3	2	.	-2
Cc1cccc(NCc2nc(SCC(N)=O)n[nH]2)c1	0	4	1	0	i	i	-1.2	1	-10	-3
C=CCNC(=O)c1c(Cl)nc(C)c([N+](=O)[O-])c1C	2	-2	-1	-2	i	i	-2.1	0	-9	-1
COC(=O)c1nnc(-c2ccccc2)nc1OC	3	0	-4	3	i	i	-2.7	-4	2	-7
CCCn1c(=O)c(C(=O)Nc2ccccc2)c(O)c2ccccc21	-3	1	5	9	i	.	2.4	1	-11	-2
CCN(CC(=O)Nc1c(F)cccc1F)C(=O)c1ccc2c(c1)NC(=O)C(C)S2 (centres undefined)	0	2	4	3	i	i	-0.7	1	-4	-13
COc1ccc(/C=C/C(=O)NCc2cccnc2)cc1	-6	-4	2	-2	i	i	-1.8	-2	-5	1
COc1cc(C(=O)Nc2ccccc2C(=O)Nc2ccccn2)cc(OC)c1OC	1	-2	1	-1	i	i	-0.6	4	-6	-5
CCN(CC)S(=O)(=O)c1ccc(NC(=O)COC(=O)CNS(=O)(=O)/C=C/c2ccccc2)cc1	-16	-4	2	-5	i	i	-0.8	22	-7	-11
O=C(Cc1ccc([N+](=O)[O-])cc1)Nc1ccc(Cl)cc1	1	-5	2	-4	i	i	0.2	-14	-5	3
CCCn1cccc(C(=O)Nc2ccc(OC)cc2)c1=O	-4	0	-1	2	i	i	0.3	-3	-9	-2
N#Cc1c(N)c(C(=O)c2ccccc2)n2ccccc12	-1	-2	-2	1	i	i	-1.2	-13	-11	8
CCCCc1ncc(CN2CCN(Cc3ccc(C)cc3)C(CCO)C2)[nH]1 (centres undefined)	0	0	1	-1	i	i	-1.0	1	9	-7
Cc1ccc(NC(=O)NC(=O)CN2CCCC2c2ccc3c(c2)OCCO3)cc1C (centres undefined)	6	2	-1	-5	i	i	1.3	-1	1	-4
CC(C)NS(=O)(=O)c1ccc(NC(=S)NC(=O)c2cccc([N+](=O)[O-])c2)cc1	-4	1	0	-3	i	i	0.2	-14	-5	4
CN(C(=O)CSc1nnc(-c2n[nH]c3ccccc23)o1)c1ccccc1	3	-2	-2	-4	i	i	1.9	3	-1	-1
CC(C)C(NC(=O)OCc1ccccc1)C(=O)OCC(=O)NC1CC1 (centres undefined)	1	0	1	1	i	i	-0.6	3	-9	2
O=C(NCc1ccc(OC(F)(F)F)cc1)C1CCC(=O)N(C2CC2)C1 (centres undefined)	-6	0	-2	2	i	i	-1.3	-1	-8	-4
CCN1C(=O)C(=O)N(CC(=O)N2CCC(C)Sc3ccccc32)C1=O (centres undefined)	-5	4	1	5	i	i	-1.6	0	-6	3
CCc1nnc(NC(=O)c2c(C)nn(-c3ccccc3)c2Cl)s1	-3	-3	-1	-2	i	i	-0.8	1	2	7
COCC(C)NCc1ccc(OC)c(Br)c1 (centres undefined)	5	5	0	1	i	i	-0.6	2	-4	1
COc1ccccc1NS(=O)(=O)c1cccc(C(=O)N2CCN(C(=O)c3ccco3)CC2)c1	-2	3	0	2	i	i	-0.6	-1	-8	-5
CC(=O)Nc1ccc2c(c1)CCc1ccccc1-2	-3	2	-3	3	i	i	0.7	-3	-12	-6
CCOc1ccccc1C1c2cc3c(cc2OC(C)(N2CCCC2)C1C)OCO3 (centres undefined)	-1	-2	0	1	i	i	-2.8	2	1	-8
Nc1nc(NC(=O)c2ccccc2)nn1-c1ccccc1	0	4	-3	11	i	i	-2.2	0	3	-3

Limited to DNMT1 block and SUMO1-SIM PPI (three entries from above):
molecule | DNMT1 block | SUMO1-SIM PPI
CCN(CC(=O)Nc1c(F)cccc1F)C(=O)c1ccc2c(c1)NC(=O)C(C)S2 (centres undefined) | 3 | 1
COc1ccc(/C=C/C(=O)NCc2cccnc2)cc1 | -2 | -2
COc1cc(C(=O)Nc2ccccc2C(=O)Nc2ccccn2)cc(OC)c1OC | -1 | 4

More results:
SMILES	CSN inh	Rin1-Abl PPI inh	STEP block	DNMT1 block	Rpn11 inh	Neddylation inh	LMPTP block	SUMO1-SIM PPI	Scp1 inh	NadD block
O=c1c2ccccc2on1-c1ccccc1	-1	-6	2	-6	i	i	0.4	3	.	2
COc1ccc(C(C(=O)NC(C)(C)C)N(C(=O)CCC(=O)Nc2cc(C)on2)c2ccc3c(c2)OCCO3)cc1 (centres undefined)	4	1	3	1	i	i	-0.3	6	-3	-1
CC1Cc2ccccc2N1CC(=O)NC(=O)NC(C)(C)C (centres undefined)	-8	4	2	-3	i	i	0.1	-4	-5	-3
CNC(=S)Nc1ccc(OC(F)(F)F)cc1	7	1	2	5	i	i	1.6	-1	2	0
O=C1CCc2cc(S(=O)(=O)N3CCC(C(=O)NCCC4=CCCCC4)CC3)ccc2N1	1	0	6	-4	i	i	-2.3	0	6	-3
CC(=O)N1CCC2(CC1)C(C#N)=C(N)Oc1n[nH]c(C)c12	4	-2	-2	-5	i	i	-0.8	-2	-2	-8
O=C(c1ccc(F)cc1)N1CCC(N2CCOCC2)CC1	3	1	3	-1	i	i	-1.0	0	-10	-3
CCn1c(SCC(=O)N(C)CCC#N)nc2cc(S(=O)(=O)N3CCOCC3)ccc21	-3	-2	0	2	i	i	0.7	-1	-1	4
NS(=O)(=O)c1ccc(CNC(=O)CNC(=O)c2ccc(Br)o2)cc1	-2	0	0	0	i	i	-0.2	-5	5	-3
CCCNC(=O)c1cc2ccccc2c(=O)o1	5	2	1	2	i	i	-2.4	-13	-6	-2
O=S(=O)(c1cccc(Cl)c1Cl)N1CCN(C(=S)NCCCN2CCOCC2)CC1	2	2	6	-1	i	i	-5.1	-5	6	-6
CCC(=O)N1CCN(c2ccc(NC(=S)NC(=O)C(C)C)cc2)CC1	6	-2	2	4	i	i	-1.9	-2	-9	-3
O=C1c2ccncc2C(=O)N1CNc1ccc(Cl)cc1	2	1	1	1	i	i	-3.6	-11	14	-5
NC(=O)CSc1oc(-c2ccco2)nc1S(=O)(=O)c1ccc(Br)cc1	3	1	3	-6	i	i	-0.2	4	5	-4
CCOC(=O)Cc1nnc(-c2ccccc2)o1	0	1	-4	3	i	i	-0.7	7	-3	1

Source: PubChem BioAssay
